Rv3671c inh: inhibits the M. tuberculosis serine protease Rv3671c. P9WHR9. inhibition, % at 5.96 µM. hit rate 0.048% among 320,000. AID 2606; in the data active = inhibition above about 38%;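 note: extracellular domain of Rv3671c used as enzyme; 0% = enzyme with DMSO and 100% = no enzyme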
Target sequence (P9WHR9 whole entry, looked up, the tested form may be a part): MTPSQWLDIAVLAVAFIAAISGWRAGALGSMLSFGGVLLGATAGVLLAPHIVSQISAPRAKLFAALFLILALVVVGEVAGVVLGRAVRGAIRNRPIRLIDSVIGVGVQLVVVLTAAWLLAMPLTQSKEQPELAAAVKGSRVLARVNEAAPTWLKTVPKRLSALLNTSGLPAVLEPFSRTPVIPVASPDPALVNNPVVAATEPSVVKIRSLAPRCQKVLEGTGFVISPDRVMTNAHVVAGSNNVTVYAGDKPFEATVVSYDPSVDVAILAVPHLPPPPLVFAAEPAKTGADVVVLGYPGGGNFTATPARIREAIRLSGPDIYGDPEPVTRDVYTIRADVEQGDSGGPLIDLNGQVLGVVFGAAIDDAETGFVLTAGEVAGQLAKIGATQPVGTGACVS
Mtb BioA inh: BioA (M. tuberculosis) enzyme inhibition; purified M. tuberculosis BioA enzyme, plate reader; inhibition, % at 9.99 µM; hit rate 0.096% among 360,000; AID 602481; in the data active = inhibition above about 40%; inconclusive = no clear call, values can overlap the other calls
BoNT F protease: BoNT F light chain protease inhibition; hit rate 0.22% among 360,000; inhibition, % at 10 µM; Multiplex microsphere protease cleavage assay, flow cytometry; in the data active = inhibition above about 35%, passing the limit was not always enough; inconclusive = no clear call, values can overlap the other calls; note: plate controls were buffer without enzyme for full effect and enzyme alone for no effect
GDH-TPI inh: counter-screen for M. tuberculosis FBA inhibitors: GDH-TPI coupled enzymes; GDH-TPI coupled enzyme counterscreen, NADH absorbance; inhibition, % at 4.8 µM; hit rate 1.2% among 360,000;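 note: 0% = DMSO wells and 100% = wells lacking the enzyme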
FadD28 binding: blocks FadD28 binding to the bisubstrate probe; inhibition, % at 12.5 µM; hit rate 0.22% among 360,000; fluorescence polarization; AID 588549; in the data active = inhibition above about 8.5%, passing the limit was not always enough; inconclusive = no clear call, values can overlap the other calls
VHR inh abs: DUSP3 (human) phosphatase inhibition; recombinant VHR phosphatase, pNPP absorbance; inhibition, % at 13.3 µM; hit rate 0.52% among 290,000; in the data active = inhibition above about 50%; note: some compounds called inactive have numbers as strong as hits
FBA Mtb inh: Mtb fructose-bisphosphate aldolase inhibition | P9WQA3 | purified M. tuberculosis FBA, fluorescence read-out | inhibition, % at 1 µM | hit rate 2.3% among 360,000 | AID 588726; in the data active = inhibition above about 27%;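 note: 0% = vehicle and 100% = reference inhibitor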
Mtb UGM inh: Mtb UDP-galactopyranose mutase inhibition | purified UGM, fluorescence polarization probe displacement | inhibition, % at 10 µM | P9WIQ1 | hit rate 0.06% among 320,000; in the data active = inhibition above about 10%, passing the limit was not always enough; inconclusive = no clear call, values can overlap the other calls
Target sequence (P9WIQ1 whole entry, looked up): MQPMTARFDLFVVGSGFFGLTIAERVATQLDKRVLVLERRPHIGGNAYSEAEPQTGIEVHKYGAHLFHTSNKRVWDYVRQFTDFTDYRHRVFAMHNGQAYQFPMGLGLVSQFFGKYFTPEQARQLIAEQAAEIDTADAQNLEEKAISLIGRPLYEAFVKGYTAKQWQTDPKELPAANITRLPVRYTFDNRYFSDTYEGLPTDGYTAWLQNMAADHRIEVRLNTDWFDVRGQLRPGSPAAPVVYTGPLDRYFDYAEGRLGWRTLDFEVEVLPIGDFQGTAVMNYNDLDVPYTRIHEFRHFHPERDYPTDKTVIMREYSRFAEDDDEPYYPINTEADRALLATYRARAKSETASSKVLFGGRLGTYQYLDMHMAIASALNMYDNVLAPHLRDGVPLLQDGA
MazEF act: MazEF (E. coli) toxin RNase activation. P0AE70. FAM/BHQ RNA-DNA oligo cleavage fluorescence, 5 h. activation, % at 20 µM. hit rate 0.32% among 350,000. AID 504720; in the data active = activation above about 50%
Target sequence (P0AE70 whole entry, looked up): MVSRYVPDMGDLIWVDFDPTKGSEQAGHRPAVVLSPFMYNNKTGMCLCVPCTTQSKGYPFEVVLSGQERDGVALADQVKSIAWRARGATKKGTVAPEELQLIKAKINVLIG
CCHF vOTU inh: CCHFV vOTU protease inhibition | hit rate 0.55% among 370,000 | Pep-AMC fluorescence | inhibition, % at 11.5 µM; note: 0% = vehicle wells with enzyme and 100% = no enzyme wells
* hit, by the source's call; ? = inconclusive; · = no result given; + = active, no number; & = joins results of further samples. Cut-off read from the data, not from the text of the source, unless noted: active = inhibition above about 30%; inactive = the rest.

The opening 3 entries, to show the layout:
SMILES	Rv3671c inh	Mtb BioA inh	BoNT F protease	GDH-TPI inh	FadD28 binding	VHR inh abs	FBA Mtb inh	Mtb UGM inh	MazEF act	CCHF vOTU inh
Cn1c(=O)c(C(=O)CN2CCCCCC2)c(N)n(Cc2ccccc2)c1=O	5	·	-2	-1	-0.5	-11	-1	-2.0	7	1
CCOC(=O)CCP(=O)(O)C(O)c1ccccc1 (stereo not drawn)	0	-1.8	-10	3	-1.0	45	6	1.3	4	2
COc1cc(/C=C2\SC(=S)N(C(Cc3ccccc3)C(=O)O)C2=O)ccc1O (stereo not drawn)	-101	·	-1	30	-2.6	12	-15	-8.6	-146	17

The whole of this part, repeating the preview:
SMILES	Rv3671c inh	Mtb BioA inh	BoNT F protease	GDH-TPI inh	FadD28 binding	VHR inh abs	FBA Mtb inh	Mtb UGM inh	MazEF act	CCHF vOTU inh
Cn1c(=O)c(C(=O)CN2CCCCCC2)c(N)n(Cc2ccccc2)c1=O	5	·	-2	-1	-0.5	-11	-1	-2.0	7	1
CCOC(=O)CCP(=O)(O)C(O)c1ccccc1 (stereo not drawn)	0	-1.8	-10	3	-1.0	45	6	1.3	4	2
COc1cc(/C=C2\SC(=S)N(C(Cc3ccccc3)C(=O)O)C2=O)ccc1O (stereo not drawn)	-101	·	-1	30	-2.6	12	-15	-8.6	-146	17
COc1cc(OC)cc(C(=O)NC(C(=O)Nc2ccc3c(c2)OCO3)C(C)C)c1 (stereo not drawn)	-7	-1.2	-6	-1	-2.4	·	9	1.1	2	9
COCCN1C(=O)N(c2ccc(OC)cc2)C(=O)C1CC(=O)Nc1cccc(F)c1 (stereo not drawn)	·	4.1	?	-14	-2.0	1	0	-0.9	10	-17
O=c1nc2onnc2c(C=NO)[nH]1	·	·	-5	14	1.5	·	-4	·	0	-4
COc1ccccc1NC(=S)NCc1cccs1	-5	·	-4	3	-0.5	4	-2	-0.8	-6	16
Cc1ccc(C)c(NC(=S)Nc2cccnc2)c1	-8	·	3	5	-1.6	8	0	0.0	8	-15
O=C(NCc1cccs1)C1CC1	1	-0.3	-1	0	0.3	5	0	2.6	8	-2
CCOCc1[nH]c(=S)[nH]c(=O)c1Cc1ccc(OCC)cc1	-1	·	-3	9	-0.4	-5	-6	0.2	-15	-5
CCN(CC)CCn1c(SCC(=O)Nc2ccc3c(c2)CCC3)nc2ccccc2c1=O	-1	-0.4	·	4	-3.9	·	-2	·	-7	-1
Cc1cccc(OC(=O)C2C(c3ccccc3)C(C(=O)O)C2c2ccccc2)c1 (stereo not drawn)	3	-2.2	6	-6	-0.5	11	-4	1.0	3	26
Cc1ccc(NNC(=O)c2c(C)noc2C)cc1Cl	5	·	?	3	-3.7	6	-20	-2.4	-1	-14
COc1ccc(NC(=O)CSc2nnc(-c3cccnc3)o2)cc1	-5	1.1	9	1	1.0	-20	6	-1.3	10	-14
Cc1ccc(S(=O)(=O)NCC(=O)OC(C)C(=O)NC(=O)NC2CCCCC2)cc1C (stereo not drawn)	11	1.2	3	3	0.4	·	-1	0.0	0	19
CC(C)C(=O)NCCc1nc(-c2ccccc2)no1	-1	-1.4	-4	2	-2.8	·	0	0.9	-1	-10
CCCCCCC1/C(=N\NC(=O)c2ccccc2)CCC1C(=O)OC (stereo not drawn)	-9	-0.4	11	-4	0.8	10	2	-2.4	-7	-4
CCOC(=O)NC(c1ccc(C(C)C)cc1)C(Cl)(Cl)Cl (stereo not drawn)	-9	·	-15	3	-0.5	-11	0	2.5	1	0
COc1ccc(CCNC(=O)COc2cccc3c2OC(C)(C)C3)cc1OC	-6	-0.5	0	-4	-3.8	·	-3	-1.0	4	-7
Cc1cccc(-c2cc(N)n(-c3ccccc3)n2)c1	·	-2.9	0	11	-0.6	4	0	·	0	-4

An excerpt from above in order of formula weight, ascending.
SMILES	Rv3671c inh	Mtb BioA inh	BoNT F protease	GDH-TPI inh	FadD28 binding	VHR inh abs	FBA Mtb inh	Mtb UGM inh	MazEF act	CCHF vOTU inh
O=C(NCc1cccs1)C1CC1	1	-0.3	-1	0	0.3	5	0	2.6	8	-2
Cn1c(=O)c(C(=O)CN2CCCCCC2)c(N)n(Cc2ccccc2)c1=O	5	·	-2	-1	-0.5	-11	-1	-2.0	7	1
COc1ccc(CCNC(=O)COc2cccc3c2OC(C)(C)C3)cc1OC	-6	-0.5	0	-4	-3.8	·	-3	-1.0	4	-7

The listing continues.
SMILES	Rv3671c inh	Mtb BioA inh	BoNT F protease	GDH-TPI inh	FadD28 binding	VHR inh abs	FBA Mtb inh	Mtb UGM inh	MazEF act	CCHF vOTU inh
Cc1occc1C(=O)N(Cc1nc(-c2ccccc2)no1)C(C)C	-5	0.8	0	4	-1.7	8	3	1.5	-17	2
CCOc1cc(NC(=O)c2cccs2)c(OCC)cc1NC(=O)c1ccccn1	10	·	1	6	-0.9	13	-3	-0.9	0	1
N#CCN(CC#N)C(=O)C1c2ccccc2Oc2ccccc21	104*	0.5	-16	5	-2.6	-16	-1	8.5	5	-16
COc1ccc(CCNC(=O)CN(C)S(=O)(=O)c2ccc(OC)cc2)cc1	8	0.9	?	8	0.6	-2	1	-3.7	5	0
Cc1cc([N+](=O)[O-])ccc1NC(=O)c1csc(C)c1C	·	-2.1	6	14	-1.2	19	2	-5.0	5	7
Cc1ccccc1OCCC(=O)OCC(=O)NC1CC1	-3	·	1	7	-3.8	·	-2	2.9	5	-3
COc1ccccc1C(=O)NC(C)c1cccc2ccccc12 (stereo not drawn)	-7	-1.6	9	12	-4.9	28	1	1.6	7	10
COc1ccc2[nH]c3c(=O)n(/N=C/c4ccc(OC)c(CN5CCCC5)c4)c(C)nc3c2c1	-10	-1.1	5	14	-2.3	-34	13	-1.1	5	13
Cc1cc(C)cc(NC(=O)COC(=O)CC2CCCC2)c1	-2	1.0	2	19	-1.6	·	3	2.3	12	7
COc1cccc(CC(=O)Nc2ncc(C)s2)c1	-3	0.0	-5	-5	-1.9	26	1	-0.1	1	12
COc1cccc(NC(=O)CN(C)S(=O)(=O)c2ccc3c(c2)n(C)c(=O)c(=O)n3C)c1	-5	-0.4	6	12	1.6	10	0	-1.5	0	1
CCc1ccc(NC(=O)N2CCN(c3ccc(F)cc3)CC2)cc1	·	·	0	-4	-2.6	14	-3	·	-22	10
CC1CCN(C(=O)CNC(=O)CNS(=O)(=O)c2ccccc2)CC1	-5	-2.9	?	-3	-4.3	14	2	1.9	7	-13
CC(CN1CCCCC1)c1ccccc1 (stereo not drawn)	2	-1.0	-4	4	-0.3	30	0	-2.2	2	-4
COC(=O)c1ccc(C)c(NC(=S)NCc2ccc(Cl)cc2)c1	0	2.4	-5	-2	-5.0	27	0	-0.1	6	-1
CCCCN(C)C(=O)c1cccc(OC2CCN(CC(C)(C)C)CC2)c1	7	0.3	21	-2	-1.4	11	0	0.0	4	-8
O=C(NC(=O)c1ccccc1)Nc1ccc(Cl)cn1	5	-3.1	5	-8	-4.3	6	1	1.1	-6	13
O=C(Nc1ccccc1)N1CCSc2cc(Cl)ccc21	5	-0.8	-3	4	-3.2	-6	1	-4.4	-3	16
Cn1c(=O)c2c(-c3ccccc3)n(-c3ccccc3F)cc2n(C)c1=O	·	1.2	0	·	-1.5	·	11	·	·	-3
Cc1cc(C)n2nc(C(=O)Nc3cccc(S(=O)(=O)N4CCOCC4)c3)nc2n1	·	0.1	-18	-3	-4.3	·	0	·	2	-7
Cn1ccnc1C(O)(c1nnc(-c2ccccc2)o1)C(F)(F)F (stereo not drawn)	-5	-1.7	-8	-4	-1.2	2	-2	-1.6	6	-3
CCCc1cc(=O)[nH]c(SCCOc2ccc(Cl)cc2)n1	3	-2.2	1	13	-0.9	32	1	-2.3	-5	-15
CCCCn1c(N)c(N(Cc2ccccc2OC)C(=O)CCSC)c(=O)[nH]c1=O	·	0.6	-3	-1	-4.1	10	-4	-0.7	0	-6
CC(=O)c1cccc(N=Cc2c(O)c3ccccc3oc2=O)c1	-2	-2.3	-5	15	-1.7	8	1	-0.8	4	4
COc1cccc(-n2nnnc2SCC(=O)NCCc2ccc(OC)c(OC)c2)c1	-14	·	6	-4	-0.8	0	2	-1.6	1	3
C/C(=C\C(=S)Nc1ccccc1)Nc1cccc2ccccc12	-10	·	-2	8	-0.2	11	24	-2.0	-16	-34
COc1ccc(CCCNC(=O)C2(C)Cc3c(-c4ccc(C(N)=O)cc4)ccnc3O2)cc1 (stereo not drawn)	·	5.7	-4	10	-2.5	·	5	·	·	9
CCOc1ccc(CCNC(=O)c2cccc3c2C(=O)N(CCOC)C3)cc1OCC	-2	-2.8	-8	6	-1.7	-3	0	3.3	-2	1
CN(C)c1ccc2c(=O)cc[nH]c2c1	·	·	8	·	-0.8	·	+	·	·	-402
COc1ccc(C(=O)Nc2ccc(Cl)cc2C(=O)NCc2ccco2)cc1	-10	-0.2	-5	4	-1.6	4	0	4.0	-3	1
CC1CC1C(=O)OCC(=O)Nc1cccc(Br)c1 (stereo not drawn)	·	0.1	-3	-8	-0.6	·	1	·	2	4
OCCC1CN(Cc2nc3c(s2)CCCC3)CCN1CCc1ccccc1 (stereo not drawn)	-5	·	-8	5	-1.1	-4	-3	0.0	9	-13
CCOc1ccc(-c2nc(S(=O)(=O)c3ccccc3)c(NCc3cccnc3)o2)cc1	3	35	2	7	-1.2	-15	8	-1.5	-9	7
CCCCn1c(O)c(C(CC)=NCCCN(C)C)c(=O)[nH]c1=O	-2	-0.9	3	7	0.3	3	0	-0.1	-13	-3
Cc1cccc(C)c1NC(=O)CN(C)C(=O)c1cccc(-n2cccc2)c1	-10	·	-4	-8	-2.7	·	2	1.0	-6	-6
CC(C)C[C@H]1COCCS(=O)(=O)N1Cc1cccc(F)c1	-7	0.4	-2	8	-1.8	·	2	1.1	6	-4
CC(C)(C)NC(=O)C1CC(=O)OC12CCOC(C)(C)C2 (stereo not drawn)	-1	·	3	-5	-1.1	1	0	4.7	4	0
COC(=O)c1ccc(Sc2ccccc2NS(=O)(=O)c2ccc(NC(C)=O)cc2)nc1	-1	0.9	-6	-1	-1.3	2	4	1.7	3	-2
C(=C\c1nc(-c2cccnc2)no1)/c1ccccc1	-2	0.1	-5	4	0.8	35	0	-0.9	5	-9
CCOC(=O)C1=C(C)Nc2nc(SCC(=O)OC)nn2C1c1cc(F)cc(F)c1 (stereo not drawn)	-5	-1.9	-20&0	3&-1	-0.7&-0.9	-13	4&1	-1.0	-13&11	6&1
Cc1ccc(C(NC(N)=O)c2ccccc2C)cc1 (stereo not drawn)	3	-0.5	-4	6	-1.6	-12	1	-2.7	8	3
Cc1ccc2cc(C(=O)O)c(C)nc2c1	6	·	5	1	-3.7	23	1	1.2	-5	6
CC(=O)NC1C(=O)N(CCN2CCOCC2)c2ccc(Br)cc21 (stereo not drawn)	11	-1.5	-37	5	0.0	-22	-1	-1.4	-7	-1

Single records (already shown):
Listed for CC(=O)NC1C(=O)N(CCN2CCOCC2)c2ccc(Br)cc21 (stereo not drawn) → Rv3671c inh: 11; Mtb BioA inh: -1.5; BoNT F protease: -37; GDH-TPI inh: 5; FadD28 binding: 0.0; VHR inh abs: -22; FBA Mtb inh: -1; Mtb UGM inh: -1.4; MazEF act: -7; CCHF vOTU inh: -1
Listed for COC(=O)c1ccc(Sc2ccccc2NS(=O)(=O)c2ccc(NC(C)=O)cc2)nc1 → Rv3671c inh: -1; Mtb BioA inh: 0.9; BoNT F protease: -6; GDH-TPI inh: -1; FadD28 binding: -1.3; VHR inh abs: 2; FBA Mtb inh: 4; Mtb UGM inh: 1.7; MazEF act: 3; CCHF vOTU inh: -2
